Bioassay records from PubChem BioAssay.
STK33 kinase inh: human STK33 kinase inhibition. purified STK33, MBP phosphorylation, ADP-Glo luminescence. Q9BYT3. 320,000 compounds, 0.073% hits. AID 2661. inhibition, % at 10 µM;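 active = inhibition at or above 25%, using the most active replicate where run in duplicate; inactive = inhibition below 25%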
Target sequence (Q9BYT3 whole entry, looked up): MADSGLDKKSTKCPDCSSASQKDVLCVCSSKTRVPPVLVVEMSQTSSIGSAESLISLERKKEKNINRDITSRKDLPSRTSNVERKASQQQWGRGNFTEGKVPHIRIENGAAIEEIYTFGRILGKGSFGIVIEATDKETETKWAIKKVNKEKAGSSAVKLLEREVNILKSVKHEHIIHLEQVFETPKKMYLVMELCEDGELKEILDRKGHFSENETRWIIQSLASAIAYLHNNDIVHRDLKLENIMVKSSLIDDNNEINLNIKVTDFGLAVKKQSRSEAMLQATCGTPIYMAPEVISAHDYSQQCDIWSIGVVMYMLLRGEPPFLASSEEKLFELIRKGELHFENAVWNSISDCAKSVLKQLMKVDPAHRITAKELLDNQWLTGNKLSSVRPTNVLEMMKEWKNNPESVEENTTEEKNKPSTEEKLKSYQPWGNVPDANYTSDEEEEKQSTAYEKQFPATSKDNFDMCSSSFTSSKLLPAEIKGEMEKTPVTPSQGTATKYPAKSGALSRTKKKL
* marks the source's active call; other numbers are inactive results.

STK33 kinase inh	SMILES
0.4	c1ccn(-c2ncnc3sc4c(c23)CCCC4)c1
-0.3	COc1ccc(OC)c(NC(=O)COC(=O)CC2CCCCC2)c1
0.6	Cc1cc(C)n2nc(C(=O)Nc3ccc4c(c3)OCCO4)nc2n1
0.7	COC(=O)c1ccc(/C=C/C(=O)OCC(=O)Nc2sccc2C(N)=O)cc1
-0.3	NC(=O)c1cc([N+](=O)[O-])ccc1NCC1CCCCC1
-1.0	CCNC(=O)OCCC12CC3CC(CC(C3)C1)C2
-0.1	CCOc1ccccc1NC(=O)c1ccc(S(=O)(=O)N(C)c2ccccc2)cc1
0.9	O=C(NNC(=O)c1ccc([N+](=O)[O-])cc1)c1ccc(NS(=O)(=O)c2cccs2)cc1
-0.5	CS(=O)(=O)c1ccc(Cl)c(C(=O)OCC(=O)NC2CCCCCCC2)c1
-0.1	CC1(C)Oc2ccc3ccc(=O)oc3c2[C@H](O)[C@H]1O
-0.2	CCOc1cc(C)c(Cl)cc1S(=O)(=O)NCC1CCCO1 (configuration not stated)
-1.6	Cc1ccc(C)c(NC(=O)CN(C)C(=O)c2ccc3c(=O)n4c(nc3c2)CCC4)c1
-0.4	CCOC(=O)[C@H]1[C@H]2COc3ccc(Br)cc3[C@@H]2N2C(=O)c3c(C)cc(C)cc3NC(=O)[C@@]12C
-2.4	COc1cc(OC)nc(-n2ncc(Br)c(Br)c2=O)n1
0.1	CCOC(=O)N1CCN(C(=O)CN2C(=O)NC(C)(c3ccc4ccccc4c3)C2=O)CC1 (configuration not stated)
-0.9	COc1ccccc1NC(=O)COC(=O)c1ccc2ccccc2n1
-0.6	Cc1nc(N2CCN(S(=O)(=O)c3ccccc3C#N)CC2)c2c(-c3ccccc3)csc2n1
-0.8	O=C(CN1C(=O)NC2(CCOc3ccccc32)C1=O)NCCc1ccc(F)cc1 (configuration not stated)
0.1	CC(c1ccccc1)N(C)CC(=O)NC(=O)NCCC1=CCCCC1 (configuration not stated)
1.0	Cc1cc(NC(=O)c2ccco2)sc1C
-1.6	CCN(CC(=O)Nc1c(F)cccc1F)C(=O)c1ccc(S(=O)(=O)N2CCC(C)CC2)cc1
1.8	O=C(c1cccc(S(=O)(=O)N2CCOCC2)c1)N1CCN(C/C=C/c2ccccc2)CC1
-1.5	C=CCSCC1Nc2cc(Cl)c(S(N)(=O)=O)cc2S(=O)(=O)N1 (configuration not stated)
-0.8	CC1CCCN(C(=O)c2cc(-c3ccco3)nc3ccccc23)C1 (configuration not stated)
0.3	CCC(=O)c1ccc(OCC(=O)NC2CCN(Cc3ccccc3)CC2)cc1
0.4	CN1CCN(S(=O)(=O)c2cccc(C(=O)N(C)Cc3c(F)cccc3Cl)c2)CC1
0.4	Cc1ccc(C(=O)NC(C)CCc2ccccc2)cc1S(=O)(=O)N1CCOCC1 (configuration not stated)
-2.1	CCOC(=O)N1CCN(c2ccc(S(=O)(=O)N3CCOCC3)cn2)CC1
-0.4	COCCn1c(SCC(=O)NC(=O)NC2CCCCC2)nc2ccccc2c1=O
0.6	C[C@@H]1COC(=O)[C@@H](CC(=O)OC(C)(C)C)C/C=C\C[C@H](CC(=O)N(CCO)Cc2ccccc2)C(=O)N1
0.0	COc1ccc(C)cc1N(C(=O)c1cccc(F)c1)c1nc2ccccc2s1
-5.1	COc1ccc(-c2cc(C(=O)NC(C)c3ccccn3)c3ccccc3n2)cc1OC (configuration not stated)
0.3	NS(=O)(=O)c1ccc(NC(=O)c2ccc(Cl)c(S(=O)(=O)NCc3ccco3)c2)cc1
-1.0	CCCCn1nc(C(=O)N(CCOC)c2c(N)n(CCCC)c(=O)[nH]c2=O)c2ccccc2c1=O
-0.2	CC(C)NC(=O)N(C)C[C@H]1Oc2c(NS(=O)(=O)c3cn(C)cn3)cccc2C(=O)N([C@H](C)CO)C[C@@H]1C
1.3	CC(=O)c1cccc(NC(=O)COC(=O)CCC(=O)c2ccc(F)cc2)c1
-1.5	CN(C(=O)CSc1nnc2n1CCCCC2)C1(C#N)CCCCC1
0.9	CN(C)N=Nc1nc[nH]c1C(N)=O
-1.0	CC(C)n1nnnc1SCC(=O)c1c(N)n(C2CC2)c(=O)[nH]c1=O
-1.3	O=C(CCNC(=O)c1ccccc1)Nc1ccc(S(=O)(=O)Nc2ncccn2)cc1

An excerpt from above in order of formula weight, high to low:
STK33 kinase inh	SMILES
0.4	CN1CCN(S(=O)(=O)c2cccc(C(=O)N(C)Cc3c(F)cccc3Cl)c2)CC1
0.1	CCOC(=O)N1CCN(C(=O)CN2C(=O)NC(C)(c3ccc4ccccc4c3)C2=O)CC1 (configuration not stated)
-0.4	COCCn1c(SCC(=O)NC(=O)NC2CCCCC2)nc2ccccc2c1=O
-1.5	C=CCSCC1Nc2cc(Cl)c(S(N)(=O)=O)cc2S(=O)(=O)N1 (configuration not stated)

A second format for some results above:
COc1ccc(C)cc1N(C(=O)c1cccc(F)c1)c1nc2ccccc2s1
- STK33 kinase inh = 0.0

COc1ccc(-c2cc(C(=O)NC(C)c3ccccn3)c3ccccc3n2)cc1OC (configuration not stated)
- STK33 kinase inh = -5.1

NS(=O)(=O)c1ccc(NC(=O)c2ccc(Cl)c(S(=O)(=O)NCc3ccco3)c2)cc1
- STK33 kinase inh = 0.3

CCCCn1nc(C(=O)N(CCOC)c2c(N)n(CCCC)c(=O)[nH]c2=O)c2ccccc2c1=O
- STK33 kinase inh = -1.0

More entries.
STK33 kinase inh	SMILES
0.1	CCN(CC)S(=O)(=O)c1ccc(Cl)c(NC(=O)COC(=O)c2nc3nc(C)cc(C)n3n2)c1
1.6	O=C(O)c1c2c(nc3ccc(S(=O)(=O)N4CCC(C(=O)N5CCCCC5)CC4)cc13)CCCC2
-1.6	CC(=O)c1ccc(NC(=O)CN2C(=O)NC(C)(c3ccc4c(c3)OCCO4)C2=O)cc1 (configuration not stated)
-0.4	COCCn1c(SCC(=O)NC2CC2)nc2ccccc21
-1.4	Cc1ccc(Nc2nc(Oc3ccc(=O)[nH]n3)nc(N(C)C)n2)cc1
-2.0	COC(=O)[C@]1(C)N[C@H](CN(C)C(=O)Nc2ccccc2)[C@@H]2C(=O)N(C)C(=O)[C@@H]21
0.0	CC(=O)Oc1cccc(/C=N\NC(=O)C(=O)N/N=C/c2cccc(OC(C)=O)c2)c1
-0.5	O=C(COc1cccc(C(F)(F)F)c1)NCC(c1cccs1)N1CCOCC1 (configuration not stated)
0.8	Cc1ccc(NC(=O)CSCC(=O)NC2=NCCS2)cc1
0.5	C[C@H]1COC(=O)[C@H](Cc2ccc(F)cc2)C/C=C\C[C@@H](CC(=O)NCCO)C(=O)N1
-0.2	Cc1cc(C)n(CC2CC(=O)N(c3ccc(F)c(Cl)c3)C2=O)n1 (configuration not stated)
1.3	C[C@@H]1CN([C@H](C)CO)C(=O)c2cc(NC(=O)C3CCCCC3)ccc2O[C@@H]1CN(C)Cc1ccc(C(F)(F)F)cc1
-1.2	Cc1c(Cl)cccc1NC(=O)CNC(=O)c1ccc2c(c1)OCCO2
-0.5	Cc1cc(NC(=O)C(C)Sc2nnc(NCc3ccco3)s2)no1 (configuration not stated)
-1.5	O=C(CC1C[C@H](C(=O)N2CCCCC2)[C@@]2(CCc3ccccc3)c3[nH]c4ccccc4c3CCN2C1=O)NCc1cccc(C(F)(F)F)c1 (some centres not stated)
-0.3	CCN(CC(=O)NCc1cccs1)C(=O)Cc1ccc(Cl)c(Cl)c1
-0.5	O=C(c1ccco1)N1CCN(C(c2ccccc2Cl)c2nnnn2Cc2ccco2)CC1 (configuration not stated)
-2.4	CC1CCCC(C)N1C(=O)COC(=O)CCC(=O)c1ccc(F)cc1 (configuration not stated)
0.3	CC(=O)c1ccc(NC(=O)C(C)Sc2nnc(C3CC3)n2C2CC2)cc1 (configuration not stated)
-1.3	CCOc1ccc(C(=O)COC(=O)c2nc3nccc(C)n3n2)cc1
0.5	O=C(CN1C(=O)NC(c2ccccc2)(c2ccccc2)C1=O)N1CCN(c2ccc(F)cc2)CC1
0.6	O=C1Cc2cc(S(=O)(=O)N3CCNCC3)ccc2N1
-0.3	CCN(c1ccccc1)S(=O)(=O)c1ccc2c(c1)OCCO2
2.2	CC(C)C[C@@H]1CN=C(N)N1C[C@@H]1CCCN1C[C@H](C)N1C[C@@H](Cc2ccccc2)N(CCc2ccc(Cl)c(Cl)c2)C1=N
-2.1	CC(C(=O)N1CCCCC1)N1CCN(S(=O)(=O)c2ccc(Cl)cc2)CC1 (configuration not stated)
0.3	CCCn1c(N)c(C(=O)CSc2nnc(-c3ccoc3C)n2C)c(=O)n(C)c1=O
0.7	Cc1cccc(CNc2ncnc3ccc(-c4cccnc4)cc23)c1
-0.5	CN(CC(=O)NCC(=O)Nc1ccc(F)cc1)C1CCS(=O)(=O)C1 (configuration not stated)
-0.8	CC(C)[C@H](NS(=O)(=O)c1ccccc1)C(=O)OCC(=O)Nc1cccc(S(N)(=O)=O)c1
-0.1	CCN(Cc1nc2ccccc2c(=O)[nH]1)C(=O)c1cc(C2CC2)nn1-c1ccccc1
0.3	N#Cc1cccc(NC(=O)COC(=O)Cn2nc(-c3ccccc3)oc2=O)c1
-0.1	Cc1nc(SCc2nc3ccc(C(F)(F)F)cc3[nH]2)c2oc3ccccc3c2n1
0.8	C[C@H]1CN=C(N(C)C)N1CC1CCCC1
-0.1	O=C(Cn1[nH]c(=O)c2ccccc2c1=O)N1CCN(S(=O)(=O)c2ccc(Cl)cc2)CC1
-1.2	O=C(COC(=O)c1ccc(OC(F)F)cc1)NCc1cccs1
0.6	O=C(Nc1cccc(S(=O)(=O)N2CCCCC2)c1)C1CCCC1
-1.8	COc1cccc(/C=C/C(=O)c2ccc3c(c2)OCO3)c1OC
-1.0	O=C(COc1ccc(F)cc1Br)NCC1COc2ccccc2O1 (configuration not stated)
-0.8	Cc1[nH]c(SCC(=O)Nc2cc(C(N)=O)cc(C(N)=O)c2)nc1Cc1ccccc1
-0.2	O=C(/C=C/c1cccc(F)c1)Nc1cc(S(=O)(=O)N2CCOCC2)ccc1Cl
0.4	CC(C)(C)OC(=O)N1CCCC(C(=O)Nc2cccc(C(=O)N3CCCC3)c2)C1 (configuration not stated)
-0.4	CCCC(=O)Nc1nnc(COC)s1
0.6	CCCCn1c(N)c(N(CCC(C)C)C(=O)c2ccc3ccccc3c2)c(=O)[nH]c1=O
0.3	O=C(O)/C(=C\c1cccc(O)c1)c1ccc(S(=O)(=O)N2CCCC2)s1
-1.5	COc1ccc(S(=O)(=O)N2CCc3ccccc32)cc1C(=O)N1CCN(C=O)CC1
-1.1	CCOC(=O)c1ccc(S(=O)(=O)n2c(=O)oc3ccccc32)cc1
0.2	COc1ccc(Cl)cc1C(=O)NNC(=O)CSc1nncn1C
-1.5	CCN1C(=O)[C@@H]2[C@@H](c3ccc(-c4ccc(C(C)=O)cc4)c(OC)c3)N3CCC[C@@]3(C(=O)OC)[C@@H]2C1=O
0.2	O=C(OCCc1cc2ccccc2c(=O)o1)c1ccc(F)cc1
4.1	O=C(O)c1cc(S(=O)(=O)Nc2ccc3cn[nH]c3c2)ccc1O
-0.3	CCOc1ccc(NC(=O)COC(=O)CC2CCCCC2)cc1
-1.2	O=C1CN(C(=O)COC(=O)c2cccc(Br)c2)c2ccccc2N1
0.1	O=C(NCc1ccccc1)c1ccc(NS(=O)(=O)c2cccs2)cc1
0.6	CN(C)c1cccc(C(=O)NNC(=O)/C=C/c2cccs2)c1
-1.5	COc1cc(OC)cc(C(=O)N[C@H](C(=O)NC2=NCCS2)C(C)C)c1
-1.3	O=C(CN1CCN(C(=O)c2ccco2)CC1)Nc1ccc(Cl)c(C(F)(F)F)c1
-1.8	CCN(CC(=O)Nc1ccccc1C(F)(F)F)C(=O)c1ccc2c(=O)n3c(nc2c1)CCC3
-1.6	O=C(Nc1cccc(S(=O)(=O)N2CCCCC2)c1)c1cc(=O)[nH]c2ccccc12
1.0	Cn1nnnc1SCC(=O)N1N=C(c2cccs2)CC1c1cccs1 (configuration not stated)
-2.2	O=C(CN1C(=O)NC2(CCc3ccccc32)C1=O)NCC(=O)Nc1ccc(F)cc1 (configuration not stated)

Next section:
STK33 kinase inh	SMILES
-0.5	Cc1ccc(C(=O)Nc2nc(-c3ccccn3)cs2)s1
1.2	COc1ccc([C@@H]2CC=C(C(=O)O)[C@H](c3ccc(F)cc3)N2S(=O)(=O)c2ccc(Cl)cc2)cc1
0.8	CC(C)=CCC[C@](C)(O[C@@H]1O[C@H](CO[C@@H]2OC[C@@H](O)[C@H](O)[C@H]2O)[C@@H](O)[C@H](O)[C@H]1O)C1CC[C@]2(C)C1[C@H](O)CC1[C@@]3(C)CC[C@H](O[C@@H]4O[C@H](CO)[C@@H](O)[C@H](O)[C@H]4O)C(C)(C)C3CC[C@]12C (some centres not stated)
-2.0	CCCCc1nnc(NC(=O)CCS(=O)(=O)c2ccc(Cl)cc2)s1
-0.1	CC(C)(C)OC(=O)N[C@@H](Cc1ccccc1)c1nnc(S(=O)(=O)Cc2ccccc2)o1
-1.0	COc1cc(OC)cc(-c2c(-c3cccs3)c3cc(-c4ccc(C(N)=O)cc4)ccc3n2C)c1
6.8	COc1ccc(C(=O)/C=C/Nc2ccccn2)cc1
1.4	CC(NC(=O)CN1C(=O)NC2(CCCCC2C)C1=O)c1ccccc1 (configuration not stated)
-1.2	C[C@]12c3[nH]c4ccccc4c3CCN1C(=O)C(CC(=O)NCC13CC4CC(CC(C4)C1)C3)C[C@@H]2C(=O)N1CCCCC1 (some centres not stated)
2.7	C[C@H](NC(=O)c1nc[nH]c1C(=O)N(C)Cc1ccccc1)c1ccccc1
-1.0	COc1cccc(-n2cnnc2SCC(=O)NC2CC2)c1
0.2	COc1cccc(CN(C)C(=O)c2ccc(OCC(=O)N3CCOCC3)c(OC)c2)c1
-1.1	COC(=O)c1cc(-c2c(C)oc3cc(OC)ccc3c2=O)c(C)o1

Taken from above:
Reading for `CC(C)(C)OC(=O)N[C@@H](Cc1ccccc1)c1nnc(S(=O)(=O)Cc2ccccc2)o1` in STK33 kinase inh: -0.1
Reading for `COc1cc(OC)cc(-c2c(-c3cccs3)c3cc(-c4ccc(C(N)=O)cc4)ccc3n2C)c1` in STK33 kinase inh: -1.0

These rows are one share of the data; count on the stated rates, not on these rows.
